Screening results: PubChem, NCI
NCI-60 one-dose screen, 48 h, at 10 µM unless noted. Numbers give growth in % (100 = growth as untreated, 0 = no growth, -100 = all killed).
HL-60(TB) – HL-60(TB) leukemia cells; 78,000 compounds, 9% hits; active means growth percent below 10
An asterisk follows results filed as active; [ ] = another dose, or the depositor's remark. The list is partial; rates above refer to the full screens.

Structure | HL-60(TB)
COc1ccc(-c2nnc(N3CCN(C(=O)CN4CCN(c5ccc(OC)cc5)CC4)CC3)nc2-c2ccc(OC)cc2)cc1 | -72*
CC(=O)NN1C(=O)c2ccccc2C1=O | 86
Cc1ccc(S(=O)(=O)n2ccc(-c3ccc(OCCCF)cc3)n2)cc1 | 107
O=C1OCC/C1=C\c1ccc2c(c1)OCO2 | 84
Cc1ccc(-c2nn(-c3ccccc3)cc2C2CC(c3cc4ccccc4oc3=O)=NN2C(N)=S)cc1 (stereo unspecified) | 64
COc1cc(C(=O)/C=C/c2ccc(Oc3ccc(Cl)cc3)cc2)cc(OC)c1OC | 81
CC1(C)SC(C)(C)N(C=O)C1C(=O)O (stereo unspecified) | 88
Clc1ccc(-n2ccc(-c3nn[nH]n3)n2)cc1 | 111
CCn1c(SCC(=O)Nc2cccc(C(=O)/C=C/c3ccc(OC)cc3)c2)nc2ccccc2c1=O | 97
CC(=O)C(c1c(O)c2ccccc2oc1=O)c1cc(=O)oc2cc(C)ccc12 (stereo unspecified) | 91
CCCCCN(CCCCC)CC(O)CN1CCCc2ccccc21 (stereo unspecified) | 91
CCSc1nnc(-c2ccc(NC(=O)c3cccnc3)cc2)n1N | 100
CN(Cc1cc(Br)c(O)c(Br)c1)Cc1cc(Br)c(O)c(Br)c1 | 102
CCOC(=O)c1ccc(N(CC2CO2)S(=O)(=O)c2ccc(C)cc2)cc1 (stereo unspecified) | 96
O=C(O)CCc1cccc2c1OCO2 | 103

Part of the list above in order of molar mass, rising:
Structure | HL-60(TB)
CC1(C)SC(C)(C)N(C=O)C1C(=O)O (stereo unspecified) | 88
CCSc1nnc(-c2ccc(NC(=O)c3cccnc3)cc2)n1N | 100
Cc1ccc(S(=O)(=O)n2ccc(-c3ccc(OCCCF)cc3)n2)cc1 | 107

The main list resumes with the two entries that preceded the break.
Structure | HL-60(TB)
CCOC(=O)c1ccc(N(CC2CO2)S(=O)(=O)c2ccc(C)cc2)cc1 (stereo unspecified) | 96
O=C(O)CCc1cccc2c1OCO2 | 103
O=C(Cn1cc(CNC(=O)c2ccc3ccc4ccc(C(=O)NCc5cn(CC(=O)c6ccc(Br)cc6)nn5)nc4c3n2)nn1)c1ccc(Br)cc1 | 97
CN=C(NC)c1ccc(NC(=O)/C=C\c2ccc(/C=C/C(=O)Nc3ccc(C(=NC)NC)cc3)cc2)cc1 | 52
Sc1nc2ccccc2s1 (tested in a mixture with another compound) | 77
NS(=O)(=O)c1ccc(C(=O)N=Nc2c(O)[nH]c3c(Cl)cccc23)cc1 | 98
O=c1oc2ccccc2cc1-c1nn(-c2ccccc2)cc1/C=N/Nc1nc(-c2ccccc2)c(N=Nc2ccccc2)s1 | 58
N[C@@H]1CCC[C@H]1NCCCCN1C(=O)c2cccc3cc([N+](=O)[O-])cc(c23)C1=O | 31
COc1cc(-c2nn(-c3cccc(NC(=O)c4ccc(Br)c(C)c4)c3)cc2-c2ccncc2)ccc1Cl | 114
Nc1nc(SCc2ccc(Cl)cc2Cl)cc(SCc2ccc(Cl)cc2Cl)n1 | 80
Cn1c2nc3ccccc3c-2cc2ccccc21 | 42
COc1cccc(-c2nn(-c3ccccc3)cc2-c2ccnc(NCCNS(=O)(=O)c3ccc(C(F)(F)F)cc3)c2)c1 | -21*
CCCCCCCCCCCC[n+]1ccc2ccccc2c1 | -53*
CC(=O)Nc1ccc(S(=O)(=O)CC(=O)CS(=O)(=O)c2ccc(NC(C)=O)cc2)cc1 | 99
CCC(=O)Nc1ccccc1C#C/C=C\C#Cc1ccccc1C(F)(F)F | 17
O=C(/C=C/c1cccnc1Cl)c1ccccc1O | 96
CC(=O)n1nc(C(=O)OCc2ccccc2C)c2ccccc21 | 110
CCOc1cccc(NC(C)=O)c1 | 96
N#CC1(Nc2ccc3c4c(cccc24)CC3)CCCCC1 | 72
Cc1ccc(C(=O)C2=C(O)C(=O)N(Cc3cccnc3)C2c2ccccc2F)o1 (stereo unspecified) | 100
Cc1cc(C)c2cc3cccc[n+]3cc2c1 | 68
c1ccc2c(c1)oc1ccccc12 | 107
O=CC1CCCO1 (stereo unspecified) | 93
Cc1cc(Nc2nc(SCc3ccc(C(=O)Nc4ccc(F)cc4N)cc3)nn3cccc23)n[nH]1 | -26*
CCN(CC)C(=O)Cn1cc(C(=O)OC)nn1 | 94
Cc1ccc(-c2nnc(-c3cccc4ccccc34)o2)cc1 | 117
CCCCn1c(=O)c(-c2cc(-c3ccc(Cl)cc3)nc(-c3ccc(Cl)cc3)c2)cc2ccc(Cl)cc21 | 100
O=S(=O)(O)c1ccc(N=NSc2ccc3ccccc3c2)cc1 | 99
OCCCCCc1ccccc1 | 99
CCN(CC)CCCC(C)Nc1c2ccc(Cl)cc2nc2ccc(OC)cc12 (stereo unspecified) | 55
CC(CC(=O)c1ccccc1)N1CCCC1 (stereo unspecified) | 108
Cc1ccc(S(=O)(=O)N(C)C(CCCOc2ccccc2)CCCOc2ccccc2)cc1 | 93
OC(CNCCN1CCNCC1)Cc1ccccc1 (stereo unspecified) | 106
Nc1ccn([C@@H](C=O)C[C@@H](C=O)CO)c(=O)n1 | 121
Cc1cc2nc[nH]c(=O)n2n1 | 80
Nc1nc(Cl)c2ncn(Cc3ccc4c(c3)OCO4)c2n1 | 34
Cc1oc2c(c(C)nn2-c2ccccc2)c(=O)c1Cl | 99
O=S(=O)(NCCNc1nccc(-c2c(-c3cccc(O)c3)nc3occn23)n1)c1cccc(F)c1 | 77
CNS(=O)(=O)Oc1ccc(NC(=O)C2CCCC2)cc1 | 99
Cc1cc2c(cc1C)C(=O)C(Br)=C(N)C2=O | 100
CCOC(=O)c1ccccc1C(=O)OCC | 141
O=C(c1ccccc1)c1no[n+]([O-])c1C(=O)c1ccccc1 | 114
C=C(C)[C@@H]1CC[C@]2(C=O)CC[C@]3(C)[C@H](CC[C@@H]4[C@@]5(C)Cc6c([nH]c7ccccc67)C(C)(C)[C@@H]5CC[C@]43C)[C@@H]12 | 110
COC(=O)[C@@H](Cc1ccc(OCc2cn(Cc3ccccc3)nn2)cc1)NC(=O)C(=O)c1cn(Cc2cn(Cc3ccccc3)nn2)c2ccccc12 | 96
CCCCCOC(=O)c1cccc([N+](=O)[O-])c1 | 98
CCCCc1n(Cc2ccc3ccccc3c2)cc[n+]1Cc1ccc2ccccc2c1 | -53*
COC1=C(OC)C(=O)C=CC1=O | 61

Structural class: those above containing a nitro group on carbon.
Structure | HL-60(TB)
N[C@@H]1CCC[C@H]1NCCCCN1C(=O)c2cccc3cc([N+](=O)[O-])cc(c23)C1=O | 31
CCCCCOC(=O)c1cccc([N+](=O)[O-])c1 | 98

New compounds follow
Structure | HL-60(TB)
CCCCCC1=C(C)C=C(C)CC1(C)CN(C)C (stereo unspecified) | 87
COC(=O)c1nc(N)nc(C(=O)OC)c1C(=O)c1c(C)[nH]c2ccccc12 | 97
CCN1CCN(c2nc(C)cc(N(CCCNc3ccnc4cc(Cl)ccc34)Cc3ccc4c(c3)OCO4)n2)CC1 | -60*
Nc1no[n+]([O-])c1-c1nnc2c(n1)-c1ccccc1C2=O | 13
O=C1OC(C(=O)O)Cc2ccsc21 (stereo unspecified) | 96
CC(=O)N=c1sc(S(N)(=O)=O)nn1C | 115
Cc1cc(C)c(C)c(C(=O)OCCN2CCCCC2)c1C | 87
CCOc1ccc(/C=N/NC(=O)c2cccc3ccccc23)cc1OCC | 100
Cc1nn2c(-c3nc4ccc(C(F)(F)F)cc4[nH]3)c(-c3ccc(F)cc3)nc2s1 | 93
COC(=O)c1c(C(=O)OC)c2ccc3c4ccccc4ccc3n2c1C(=O)C(C)Br (stereo unspecified) | 39
C/C(=N\N=C1/C(=O)Nc2ccc(Cl)cc21)c1ccc2c(c1)Nc1ccccc1S2 | 8.4*
CCOC(=O)c1csc(NC(=O)c2ccc(NCCc3ccccc3)c([N+](=O)[O-])c2)n1 | 60
CN(C)Cc1cccs1 | 104
O=C(Cn1c(=O)ccn(CCCCCCCCOc2ccc(Br)cc2)c1=O)Nc1ccc(Oc2ccc(Cl)cc2)cc1 | 49
O=c1c2ccccc2nc(-c2ccccc2Cl)n1-c1nnc(C(F)(F)F)s1 | 1.2*
O=C(c1ccccc1)N(O)c1ccccc1 | 103
C/C(=C(/c1ccc(Cl)cc1)c1ccc(OCCN)cc1)c1ccccc1 | 92
Clc1ccc(-c2cnc3nonc3n2)cc1 | 56
CCOc1ccccc1C(=O)/C=C/c1cc2ccccc2[nH]c1=O | -7.9*
O=C(Nc1ccc(OS(=O)(=O)O)cc1)C12CC3CC(CC(C3)C1)C2 | 104
CC(=O)NC(CSC/C=C(\C)CCCC(C)CCCC(C)CCCC(C)C)C(=O)O (stereo unspecified) | 105
Nn1c(SCC(=O)Nc2ccc(Cl)cc2)nnc1-c1cc(F)c(Cl)cc1Cl | 85
COC1OC2COC(c3ccccc3)OC2C(NC#N)C1OS(C)(=O)=O (stereo unspecified) | 104
COc1ccc2c(c1)c(-c1nn3cc(-c4nccs4)nc3s1)cn2C | 99
COc1cc(C)ccc1C(=O)c1ccc(C)cc1OC | 8.6*
C=C(C)[C@@H]1CC[C@]2(C(N)=O)CC[C@]3(C)[C@H](CC[C@@H]4[C@@]5(C)CCCNC(C)(C)[C@@H]5CC[C@]43C)[C@@H]12 | 61
CC(=O)c1nc(Nc2ccc(Cl)cc2)sc1C | 97
COC(=O)[C@]12CC[C@@H](C)[C@H](C)[C@H]1[C@H]1C(=O)C[C@@H]3[C@@]4(C)CC[C@H](OC(C)=O)C(C)(C)[C@@H]4CC[C@@]3(C)[C@]1(C)CC2 | 104
Cc1ccc(S(=O)(=O)N2CCC2)cc1 | 98
C/C(=N\N1C(=O)c2ccccc2NC1c1ccc(Br)cc1)c1c(O)cc(C)oc1=O (stereo unspecified) | 94
C=C1CCC2C3(C)COC(C)(C)OC3CCC2(C)C1CC(NCc1cccc(Cl)c1)C1=CCOC1=O (stereo unspecified) | 101
CN(C)c1ccc(/C=N\NC(=O)c2cccnc2)cc1 | 89
N=C(N)SCC(=O)c1ccccc1 | 97
N=c1nc(N)n(N)c2nc3c(cnn3-c3ccccc3)c(=O)n12 | 102
CC(Sc1nc2ccccc2c(=O)n1CCc1ccc(S(N)(=O)=O)cc1)C(=O)NCc1ccccc1 (stereo unspecified) | 89
Cc1ccc(Nc2nc(-c3ccccn3)cs2)cc1 | 94
Cc1ccn2c(C(=O)c3ccccc3)cc(-c3cc(-c4ccc(N(C)C)cc4)c(C#N)c(N)n3)c2c1 | 95
CCOC1CCc2c(C)nc(N)nc2S1 (stereo unspecified) | 102
CC(=O)Nc1ccc(S(=O)(=O)N2C(=O)CCC2C(=O)Nc2ccc(Br)cc2)cc1 (stereo unspecified) | 16
COc1c(F)ccc(C(=O)Nc2ccc3nc(NC(=O)C4CCCN(S(=O)(=O)c5ccc(Br)s5)C4)sc3c2)c1F (stereo unspecified) | 81
CCOC(=O)c1ccc2ccc3ccccc3c2c1 | 124
OCC1(CO)CCCO1 | 88
CCN1CCN(C(=O)[C@]23CC[C@@H](C)[C@H](C)[C@H]2C2=CC[C@@H]4[C@@]5(C)C/C(=C/c6cccc(OC)c6OC)C(=O)C(C)(C)[C@@H]5CC[C@@]4(C)[C@]2(C)CC3)CC1 | 3.0*
COC(=O)c1c(NC(=O)CC#N)sc(C)c1C | 101
N#CC1=C(N2CCOCC2)NC2c3ccccc3Sc3ccccc3N2C1=N (stereo unspecified) | 90
O=C(c1sc(-c2ccccc2)cc1O)N1CCOCC1 | 93
COc1ccc(C(=O)c2c(N)c(C#N)cn2-c2cc(OC)c(OC)c(OC)c2)cc1 | 92
CC(C)CNCCCNc1ccnc2cc(Cl)ccc12 | 90
N[C@@H](CCC(=O)CBr)C(=O)O | 103[20 µM]
C=CC1CNCCC1CC(=O)OCC (stereo unspecified) | 103
Cc1ccc(Nc2nc(N)[nH]c(=O)c2N=O)cc1 | 60
CC(=O)OC1Oc2cc(C)c(C)cc2-c2oc(=O)c(-c3ccccc3)cc21 (stereo unspecified) | -39*
N#CC(C#N)=C/C=C/c1ccccc1 | 112
O=P(N1CCOCC1)(N1CCOCC1)N1CCOCC1 | 80
COc1cc(C(=O)c2c(N)ncn2-c2ccccc2)cc(OC)c1OC | 77
Cn1cc(-c2csc(-c3cccc(F)c3)n2)c2cccnc21 | 2.7*[100 µM]
C[C@@H](Nc1cc(F)cc(F)c1)c1cc(C(=O)N(C)C)cc2c(=O)cc(N3CCOCC3)oc12 | 41
Cn1cc(-c2nc(N)nnc2-c2ccccn2)c2cc(F)ccc21 | 87
NC(=O)Nc1ccc2ncnc(Nc3cccc(O)c3)c2c1 | 105
CCC(NC(N)=O)C(CC)NC(N)=O (stereo unspecified) | 77

Entries from the list above that have a CF3 group:
Structure | HL-60(TB)
COc1cccc(-c2nn(-c3ccccc3)cc2-c2ccnc(NCCNS(=O)(=O)c3ccc(C(F)(F)F)cc3)c2)c1 | -21*
CCC(=O)Nc1ccccc1C#C/C=C\C#Cc1ccccc1C(F)(F)F | 17
Cc1nn2c(-c3nc4ccc(C(F)(F)F)cc4[nH]3)c(-c3ccc(F)cc3)nc2s1 | 93
O=c1c2ccccc2nc(-c2ccccc2Cl)n1-c1nnc(C(F)(F)F)s1 | 1.2*

Continuation.
Structure | HL-60(TB)
CC1=CC(C)=C(C#N)C2=S=C(c3ccccc3)C(=O)N12 | 113
CCCC(=O)Oc1ccc(C(C)(C)C)cc1C(C)c1ccccc1 (stereo unspecified) | 113
CC1CC(NC(N)=O)NC(=O)N1 (stereo unspecified) | 102
Cc1ccc(C(C)O)cc1 (stereo unspecified) | 126
CCOC(=O)c1cc(C(=O)c2ccc(Br)cc2)n2ccc3ccccc3c12 | 105
O=C(O)COc1nc(-c2ccco2)cc(-c2ccc(Cl)cc2Cl)n1 | 95
CC(=O)c1cc(C(C)C)ccc1C | 87
Cc1cc(-c2ccccc2)on1 | 89
CCOC(=O)C1(C(=O)OCC)C(C)CC(=O)N1c1ccccc1OC (stereo unspecified) | 115
